Source: PubChem
PI5P4Ka inh – qHTS for Inhibitors of phosphatidylinositol 5-phosphate 4-kinase (PI5P4K); Phosphatidylinositol 5-phosphate 4-kinase type-2 alpha (Homo sapiens), P48426; PI5P4Kalpha enzyme, ADP-Glo luminescence, 60 min; active compounds read low; max response, %; 1.2% of 330,000 active; active = max response of -50% or lower; inconclusive = between -30% and -50%; inactive = -30% or higher; also: value at the top dose of about 77 µM; % is scaled to controls: 0 for no effect and ±100 for the full control effect
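ADP-Glo luminescence end-point read after a 60 min room-temperature kinase reaction of PI5P4Kalpha plus substrate, initiated with ATP at 5 microM final. Buffer: 0.038 M HEPES pH 7.4, EGTA, 0.1% CHAPS, 5% DMSO.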
EPAC1 ag – qHTS for Agonist of cAMP-regulated guanine nucleotide exchange factor 3 (EPAC1): primary screen. Rap guanine nucleotide exchange factor 3 (Homo sapiens), O95398. EPAC1 agonist qHTS, biochemical assay; response scale: 100% = response to 6.5 mM cAMP. Potency, µM (titrated, usually from 154 µM), without a hit: at the highest dose activation, hits mostly activators. 0.073% of 360,000 active. AID 720707, 2013; also: potency is read from the fitted curve at half-maximal effect; nearly all actives have a fitted effect of over 60% in size
Target sequence (O95398 whole entry, looked up): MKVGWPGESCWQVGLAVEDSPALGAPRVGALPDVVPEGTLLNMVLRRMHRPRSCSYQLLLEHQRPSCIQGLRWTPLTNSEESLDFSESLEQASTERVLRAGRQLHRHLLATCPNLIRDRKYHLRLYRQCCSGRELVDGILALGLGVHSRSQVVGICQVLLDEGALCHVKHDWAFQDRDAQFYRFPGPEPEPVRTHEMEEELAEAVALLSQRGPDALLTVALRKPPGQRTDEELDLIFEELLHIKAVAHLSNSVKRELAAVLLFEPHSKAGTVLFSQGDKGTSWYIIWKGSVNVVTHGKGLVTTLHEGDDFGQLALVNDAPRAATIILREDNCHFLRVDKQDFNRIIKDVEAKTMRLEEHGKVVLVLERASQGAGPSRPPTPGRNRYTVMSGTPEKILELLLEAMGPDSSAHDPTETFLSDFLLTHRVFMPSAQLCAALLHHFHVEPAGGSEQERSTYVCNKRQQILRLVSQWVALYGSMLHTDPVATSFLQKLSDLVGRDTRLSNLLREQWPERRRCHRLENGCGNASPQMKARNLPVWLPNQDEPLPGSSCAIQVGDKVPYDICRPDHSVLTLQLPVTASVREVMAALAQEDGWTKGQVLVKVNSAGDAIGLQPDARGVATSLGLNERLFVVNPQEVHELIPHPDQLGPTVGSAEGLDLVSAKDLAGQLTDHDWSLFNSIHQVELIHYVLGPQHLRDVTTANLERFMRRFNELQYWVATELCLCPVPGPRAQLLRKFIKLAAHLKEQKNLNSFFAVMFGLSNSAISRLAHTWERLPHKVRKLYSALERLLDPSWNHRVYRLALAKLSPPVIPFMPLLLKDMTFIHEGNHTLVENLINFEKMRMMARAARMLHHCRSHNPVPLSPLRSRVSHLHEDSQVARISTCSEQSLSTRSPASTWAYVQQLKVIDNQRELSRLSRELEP
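Read-out is the fluorescence drop as BODIPY-GDP leaves Rap1B (480 nm excitation, 540 nm emission), recorded every 5 minutes over 30 minutes. Reactions held 100 nM EPAC1, 250 nM Rap1B–BODIPY-GDP and 50 uM GDP, with 6.5 mM cAMP setting full activation.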
IL2 activator – qHTS of IL-2 Activators; IL-2 activation reporter assay, cell-based qHTS; stimulated with anti-CD3/CD4/CD28 beads; in transgenic mouse T cells; AID 652025, 2013; 0.065% of 360,000 active; activation, % (series mostly up to about 46 µM); in the data active = activation above about 50%; inconclusive = mostly about 30% to 49%; also: 0% is about no effect
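Quantitative HTS in unstimulated transgenic mouse T cells, with memory T cells as non-tolerant control and PMA/ionomycin as tolerance-bypass control. Compound pretreatment lasted 60 minutes before 18 h bead stimulation; EGFP/DsRed fluorescence read.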
GLP1R cytotox – qHTS of GLP-1 Receptor Inverse Agonists: Cytotox Screen | HEK293 cAMP-luciferase reporter cells, luminescence, 24 h | Potency, µM (doses to about 38.3 µM), inactives show top-dose activity change, negative = inhibition, usual class: inhibitors | 0.13% of 410,000 active;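 also: loss of luciferase light is scored as toxicity; potency is read from the fitted curve at half-maximal effect; % is scaled to controls: 0 for no effect and ±100 for the full control effect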
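Here, cytotoxicity is scored as loss of luminescence. The MLSMR collection was tested on cells seeded in medium containing 10% Nu serum, with a 24 hr compound exposure preceded by 12 hours of culture.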
GLP1R inv ag – qHTS of GLP-1 Receptor Inverse Agonists (Inhibition Mode); AID 624417, 2012; Potency, µM (doses to about 38.3 µM), inactives show top-dose activity change, negative = inhibition, hits mostly inhibitors; 1.6% of 410,000 active; Glucagon-like peptide 1 receptor (Homo sapiens), P43220; HEK293 GLP-1R CRE-luciferase, luminescence, 24 h; GLP-1R form is constitutively active; also: potency is read from the fitted curve at half-maximal effect; % is scaled to controls: 0 for no effect and ±100 for the full control effect; nearly all actives have a fitted effect of over 55% in size
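Constitutively active GLP-1R drives a cAMP-responsive luciferase in stably transfected HEK293 cells; test compounds are added after overnight (12 h) attachment and left 24 hr, and signal loss in luminescence marks inhibition.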
PLK1 PBD inh – qHTS for Inhibitors of PLK1-PDB (polo-like kinase 1 - polo-box domain): Primary Screen; Serine/threonine-protein kinase PLK1 (Homo sapiens), P53350; Plk1 PBD binding of FITC phosphopeptide, fluorescence polarization; Potency, µM, for the others: max response, negative = inhibition, most hits filed as inhibitors; 2.8% of 360,000 active; also: potency is read from the fitted curve at half-maximal effect; series mostly up to about 57 µM; % is scaled to controls: 0 for no effect and ±100 for the full control effect; nearly all actives have a fitted effect of over 65% in size
PTHR1 agonist – qHTS for PTHR1 Agonists: Primary Screen; HEK293 GP2 PTHR1 cells, GloSensor cAMP luminescence, 1 h; Potency, µM (series often up to 115 µM), without a hit: at the top dose activation, hits mostly activators; 0.075% of 410,000 active; Parathyroid hormone/parathyroid hormone-related peptide receptor (Homo sapiens), Q03431; AID 743266, 2014; also: potency is read from the fitted curve at half-maximal effect; nearly all actives have a fitted effect of over 55% in size; some results filed as inactive show a strong effect at the top dose; inactives centre near -15; many of its hits are not listed in these tables
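HEK-293-derived GP2 cells expressing PTHR1 and a GloSensor cAMP reporter, 3,000/well, plated overnight, given luciferin plus IBMX (each 0.5 mM as added) for 1 h at 37 °C, then compound for 1 h at 37 °C. Luminescence was read after 15 min at room temperature.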
EPAC1 antag – qHTS for Antagonist of cAMP-regulated guanine nucleotide exchange factor 3 (EPAC1): primary screen; Rap guanine nucleotide exchange factor 3 (Homo sapiens), O95398; EPAC1 GEF assay, Rap1b-BODIPY-GDP exchange fluorescence; Potency, µM (highest dose often 115 µM), inactives show top-dose activity change, negative = inhibition, usual class: inhibitors; 0.14% of 360,000 active;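 also: potency is read from the fitted curve at half-maximal effect; plate controls were vehicle for no effect and positive control for full effect; nearly all actives have a fitted effect of over 50% in size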
GLP-1R agonist – qHTS of GLP-1 Receptor Agonists; HEK293 GLP-1R CRE-luciferase, luminescence, 4-6 h; cells express a hypersensitive GLP-1R form; AID 624172, 2012; Glucagon-like peptide 1 receptor (Homo sapiens), P43220; Potency, µM (highest dose often 45.6 µM), for inactives: at the top dose activation, hits mostly activators; 0.007% of 380,000 active; also: potency is read from the fitted curve at half-maximal effect; % of control where 0% means no effect
Numbers without * were called inactive; i = inactive; ? = inconclusive; . = not tested or not shown; [ ] = another dose, or the depositor's remark. Unless noted, calls follow the shape of the dose curve; as a rule, active = well fitted curve in the direction sought with a large enough effect; inconclusive = small, poorly fitted or top-dose-only effect, or another doubt; inactive = no such curve, though single readings can be large; an effect the other way counts as inactive or inconclusive. Only part of the results is shown; the hit share may differ from the screen's.

SMILES | PI5P4Ka inh | EPAC1 ag | IL2 activator | GLP1R cytotox | GLP1R inv ag | PLK1 PBD inh | PTHR1 agonist | EPAC1 antag | GLP-1R agonist
Cc1ccc(C(=O)CCC(=O)NN2C(=O)NC3(CCCCC3)C2=O)cc1 | 3 | -10% | -0.4 | -6% | ? | -3% | 10% | -2% | 3%
C[C@H]1CN([C@@H](C)CO)S(=O)(=O)c2ccc(Br)cc2O[C@@H]1CN(C)C(=O)Nc1ccc2c(c1)OCO2 | 0 | -3% | -1.1 | -8% | -15% | -5% | i | -23% | -6%
CCOC(=O)c1cnc(SCc2nc(N)nc(Nc3ccc(OC)cc3)n2)nc1N | 8 | 7% | -0.4 | 0% | 126%[activator] | 0% | i | -4% | 18%
Cc1[nH]c(=O)[nH]c(=O)c1CSCC(=O)OCC(=O)Nc1ccccn1 | 1 | -1% | 0.9 | 5% | 12% | -4% | -2% | 8% | 9%
COCCN(CCOC)C(=O)COC(=O)c1cc([N+](=O)[O-])ccc1Cl | 0 | 12% | 0.1 | -18% | 1% | -2% | i | -13% | 0%
CCC(=O)N1CCC(C)(C(=O)Nc2ccc3c(c2)OCO3)C1 (stereo not given) | 0 | 0% | -0.3 | 4% | 21% | -11% | 5% | -4% | -1%
OC1(c2cccs2)CN(c2ccccc2)C2=[N+]1CCCC2 (stereo not given) | -12 | 7% | -2.6 | 3% | -16% | -2% | -5% | 0% | 0%
Cc1ccc(CNc2ccc3c(c2)nc(C)n3C)cc1 | -2 | 0% | -0.3 | -18% | ? | -13% | i | -3% | -3%
CN(C)CCNC(=O)c1cccc(-c2cnc3c(NC=O)cc(-c4cccc(C(F)(F)F)c4)cn23)c1 | -2 | -6% | -0.8 | -23% | ? | -14% | -42%[inhibitor] | -12% | 13%
C#CCOCCOCCOCCNc1nc(N2CCN(C(=O)[C@H]([C@@H](C)CC)n3cc(CCCN=C(N)N)nn3)CC2)nc(N2CCN(C(=O)[C@H](CCCCN)n3cc(CC(C)O)nn3)CC2)n1 (stereo not given in full) | -7 | -31%[inhibitor] | 1.6 | 0% | 9% | -2% | i | 7% | -4%
COc1cccc(NC(=O)Nc2cc(C(=O)NCC3CCCO3)ccc2N2CC3CC(C2)c2cccc(=O)n2C3)c1 (stereo not given) | 2 | -4% | -1.6 | 5% | 50%[activator] | -6% | i | 24% | -1%
COc1ccc(C(=O)Nc2ccccc2C(=O)N2CCCCCC2)cc1OC | 0 | -3% | 0.7 | 12% | 10% | -8% | -7% | -3% | -3%
CCN1C(=O)C(CC(=O)Nc2ccc(OC)cc2)N(Cc2ccco2)C1=S (stereo not given) | 2 | -2% | -0.3 | 8% | -28% | -20% | -2% | -27% | -1%
Cc1ccc(C(=O)COC(=O)c2cccc(O)c2)s1 | -18 | 5% | -4.3 | -6% | 2% | -2% | -54%[inhibitor] | 6% | -9%
Cc1cccc(N2CCN(S(=O)(=O)c3cnc[nH]3)CC2)c1C | -6 | -9% | -2.8 | ? | -16% | -1% | 0% | -3% | 4%
O=C(CSCc1ccc(Cl)cc1)NCc1ccc2c(c1)OCO2 | 7 | 6% | -0.1 | -3% | 8.9µM* | -15% | i | 0% | -7%
COc1cc(OC)cc(OC(=O)C2CCN(C3=NS(=O)(=O)c4ccccc43)CC2)c1 | 5 | 4% | 0.1 | -12% | 1% | -7% | i | -9% | 0%
C[C@@H](NC(=O)c1ncn(Cc2ccccc2)c1C(=O)N[C@H](C)c1ccccc1)c1ccccc1 | 9 | -12% | 0.2 | 3% | ? | -8% | -18% | -13% | 8%
Cc1cc(-c2nnc(CCC(=O)NCc3cccc(C(F)(F)F)c3)o2)no1 | -2 | -9% | -3.7 | -6% | 0% | -14% | 5% | -20% | -4%
CC(=O)OCC1(C)CN(c2ccccc2)N(C(=O)c2ccc(C(C)(C)C)cc2)C1=O (stereo not given) | 5 | -12% | 0.4 | -14% | ? | -6% | -16% | -7% | -1%
CCCNC(=O)c1cc2c(c(-c3cccc(-c4ccc(F)cc4)c3)n1)[C@@H](CCO)N(S(=O)C(C)(C)C)C2 (stereo not given in full) | -3 | -3% | 1.5 | -10% | ? | 2% | -4% | -14% | 2%
Cc1ccc(S(=O)(=O)N(C)C)cc1NC(=O)CN1C(=O)NC(Cc2c[nH]c3ccccc23)C1=O (stereo not given) | 5 | 4% | 6.0 | -5% | -9% | 4% | i | -14% | 1%
COc1ccc(-c2nnc(-c3ccc(Br)o3)o2)cc1OC | . | 4% | -3.9 | 1% | 0% | -9% | i | 9% | ?
CC(C)C(O)(C#CCN1CCCC1)c1ccccc1 (stereo not given) | -4 | -1% | -0.3 | -13% | -28% | -2% | -19%[57.5 µM] | 6% | -7%
CCCc1cc(=O)n2[nH]cnc2n1 | 6 | 1% | 3.5 | 1% | 1% | 0% | i | 2% | 3%
CC(C)n1c(NCc2ccccc2O)nc2ccccc21 | -1 | 5% | -0.6 | 8% | ? | 0% | i | -5% | 24%
O=C1C=C(c2cccc(Br)c2)C[C@@H](c2ccc(F)cc2)C1 | 1 | 5% | -0.3 | -18% | ? | 4% | -31%[inhibitor] | 11% | -2%
O=C(Nc1nccs1)c1ccc(COc2ccc(F)cc2)o1 | . | 8% | -0.8 | -9% | 0% | -10% | ? | -5% | -9%
Cc1onc(-c2c(F)cccc2Cl)c1C(=O)N=C(N)N1CC(C)OC(C)C1 (stereo not given) | 7 | 10% | 7.2 | 4% | -4% | 0% | -6% | 13% | 1%
COc1ccc(-c2cc(-c3ccc(C)cc3)nc3c2COc2ccccc2-3)cc1 | . | . | . | 3% | -11% | . | i | . | 0%

Reprinted from the part before: 2 entries, then new ones.
SMILES | PI5P4Ka inh | EPAC1 ag | IL2 activator | GLP1R cytotox | GLP1R inv ag | PLK1 PBD inh | PTHR1 agonist | EPAC1 antag | GLP-1R agonist
Cc1onc(-c2c(F)cccc2Cl)c1C(=O)N=C(N)N1CC(C)OC(C)C1 (stereo not given) | 7 | 10% | 7.2 | 4% | -4% | 0% | -6% | 13% | 1%
COc1ccc(-c2cc(-c3ccc(C)cc3)nc3c2COc2ccccc2-3)cc1 | . | . | . | 3% | -11% | . | i | . | 0%
CC12CCC(C(=O)N(Cc3ccccc3)Cc3ccccc3)(OC1=O)C2(C)C (stereo not given) | 3 | 20% | 0.9 | 25% | ? | -10% | i | -12% | -2%
C/C(=C1/SC(N2CCOCC2)=NC1=O)c1ccc(Br)cc1 | 0 | 4% | -0.6 | 7% | -3% | -11% | i | -8% | -9%
Cc1nc2ccccn2c1C(=O)NCCCN1CCOCC1 | 3 | -2% | -0.4 | -12% | 7% | -3% | i | 0% | 6%
Cc1cccc(C(=O)N2CCCCCC2)c1[N+](=O)[O-] | 0 | 4% | 1.0 | -10% | -20% | -4% | -3% | -4% | 5%
O=C(Nc1cc(C(F)(F)F)ccc1-n1cncn1)c1ccc(F)cc1Cl | -1 | -6% | 0.1 | -15% | 13% | -1% | i | 2% | 0%
CNc1nc(Nc2ccc(C)c(Cl)c2)nc(N)c1[N+](=O)[O-] | ? | -5% | 0.0 | -25% | -7% | -5% | i | -7% | 0%
Cc1ccc(C)c(S(=O)(=O)N2CCN(C(=O)CCc3c[nH]c4ccccc34)CC2)c1 | 0 | 12% | 0.3 | -22% | ? | 1% | -5% | 6% | 6%
CC(=O)c1c(N2CCCCC2)nc(=S)n(-c2ccccc2)c1C | -11 | -3% | -0.1 | -18% | -19% | -13% | -18%[57.5 µM] | -14% | -5%
COc1cc(C(=O)COC(=O)CNC(=O)C2CCCCC2)cc(OC)c1OC | -3 | 1% | -0.4 | 14% | 13% | -4% | -24% | -6% | -3%
CCCS(=O)(=O)NC(=O)C1(C)CCCN(C(=O)C2(c3ccc(Cl)cc3)CCCC2)C1 (stereo not given) | 1 | 0% | 2.4 | 2% | 4% | -12% | -37%[inhibitor] | -25% | 5%
CC(=O)NC(C)(c1ccccc1)c1nc(-c2ccc(F)c(Cl)c2)cs1 (stereo not given) | 22 | 6% | 1.1 | -4% | ? | -6% | -14% | ? | 18%
CC1CCCN(S(=O)(=O)c2ccc(NC(=O)CN3CCN(C)CC3)cc2)C1 (stereo not given) | . | 8% | 2.8 | 12% | 0% | -8% | -7%[57.5 µM] | -14% | 0%
Fc1ccc(Oc2ccc3nnc(C(F)(F)F)n3n2)cc1 | 0 | -7% | -0.7 | -4% | 43%[activator] | -1% | i | 9% | 6%
COC(=O)c1ccc(COC(=O)CNS(=O)(=O)c2ccc(C)cc2)cc1 | -2 | -4% | 0.7 | 5% | 11% | 0% | i | 2% | 11%
CCc1ccn2cc(-c3cc(-c4ccccc4)no3)nc2c1 | -15 | -7% | -0.7 | -12% | -74% | 0% | -40%[inhibitor] | 1% | -3%
C=C(C)COc1ccc2c(C)c(CCC(=O)N3C[C@H]4C[C@@H](C3)c3cccc(=O)n3C4)c(=O)oc2c1 | 2 | -8% | 0.1 | 3% | -15% | 4% | -19% | 3% | 8%
CCCc1nc2n[nH]c(N)c2c2c1CCC2 | 6 | 10% | -0.4 | -7% | 43%[activator] | -7% | i | 6% | 20%
CC(OC(=O)C1CCN(S(=O)(=O)c2ccc3c(c2)OCCO3)CC1)C(=O)N(C)c1ccccc1 (stereo not given) | 1 | 2% | -0.3 | -3% | -29% | 3% | -41%[inhibitor] | -10% | 1%
